# MRP1 act – H69AR viability gain despite doxorubicin, primary screen, MRP-1 activator project, H69AR cells, CellTiter-Glo. viability rescue. viability increase, % at 10 µM. 140,000 compounds, 0.61% hits. AID 799, 2007;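 active means viability gain under doxorubicin at or above a set limit, the compound median plus 3 SD, cut at about 4.7% in these data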;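 further: MRP-1 overexpressing cells given doxorubicin 25 µM after compound pretreatment; 18-22 h compound pretreatment then 72 h with doxorubicin before readout; 0% = doxorubicin-only wells and 100% = vehicle-treated cells without doxorubicin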
# GALR2 antag – GALR2 antagonists in receptor-expressing cells, primary screen | AID 828, 2007 | 140,000 compounds, 0.39% hits | inhibition, % at 4 µM | antagonist mode | Galanin receptor type 2 (Homo sapiens), O43603; in the data active means inhibition above about 27%;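 further: cells stimulated with galanin 1-16 at roughly its EC80; 0% = agonist challenge control and 100% = basal control without agonist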
# Target sequence (O43603 whole entry, looked up): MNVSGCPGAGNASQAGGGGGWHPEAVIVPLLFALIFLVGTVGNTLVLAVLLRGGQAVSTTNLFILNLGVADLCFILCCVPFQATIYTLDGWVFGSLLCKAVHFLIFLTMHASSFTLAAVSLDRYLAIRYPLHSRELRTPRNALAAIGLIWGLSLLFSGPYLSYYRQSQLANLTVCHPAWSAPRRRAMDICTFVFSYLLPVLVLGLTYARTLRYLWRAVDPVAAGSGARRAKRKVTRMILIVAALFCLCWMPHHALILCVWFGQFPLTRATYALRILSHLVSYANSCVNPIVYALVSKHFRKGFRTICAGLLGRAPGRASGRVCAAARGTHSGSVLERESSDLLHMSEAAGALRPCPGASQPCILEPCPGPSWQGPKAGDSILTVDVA
# PTEN del growth – growth suppression of PTEN-null HCT116, primary screen, cell-based, CellTiter-Glo; HCT116 PTEN-null viability, 60 h; active compounds read low; viability, % at 10 µM; 140,000 compounds, 1.2% hits;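 active means viability at or below a set limit, 4 SD under the median of all tested compounds, cut at about 3.7% in these data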;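 further: PTEN knockout HCT116 line with beta catenin targeted HCT116 as companion control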
# Measles CPE – compounds protecting cells from measles virus cytopathic effect, primary screen, measles RdRp inhibitor project, single point, MLSMR library, absorbance; Measles virus-infected cells, CPE protection; protection (pct of control), % at 4 µM; 140,000 compounds, 1.5% hits; AID 841, 2007; in the data active means protection mostly above about 24%, no sharp cut-off; inactive means mostly below about 26%; further: some compounds called inactive have numbers as strong as hits
# E-sel TNF inh – E-selectin induction blockers in HUVEC – imaging, immunofluorescence, high content, primary screen; AID 1246, 2008; HUVEC TNFa-induced E-selectin immunofluorescence; 120,000 compounds, 0.71% hits; inhibition, % at 2 µM;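 active means inhibition above the batch mean plus 3 SD, and confirmed as a hit on visual image review, cut at about 43% in these data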;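 further: 0% = TNF-stimulated DMSO wells and 100% = unstimulated control wells; not every result past the cut was called active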
# Yeast life ext – compounds extending yeast replicative lifespan, primary screen, S. cerevisiae, OD615; S. cerevisiae growth with nicotinamide; deaD strain in restrictive glucose medium; inhibition of the nicotinamide effect, % at 10 µM; 130,000 compounds, 0.68% hits; AID 775, 2007;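 active means inhibition above a set limit, placed 3 SD over the median of all compounds, cut at about 26% in these data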;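 further: 0% = nicotinamide-treated wells and 100% = cells grown without nicotinamide; some compounds called inactive have numbers as strong as hits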
#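 System: DeaD-strain S. cerevisiae / Buffer or medium: CSMM-D, restrictive glucose (dextrose) synthetic minimal medium / Probe or stimulus: nicotinamide, 1.5 mM, co-present with compound / Compound: one concentration, 10 µM, DMSO 0.25% / Incubation: 48 h compound exposure at 30 °C, humidified / Technique: optical density (absorbance) at 615 nm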
# NPY Y2 blocker – NPY-Y2 receptor antagonists, primary screen, cell-based; Neuropeptide Y receptor type 2 (Homo sapiens), P49146; NPY-Y2 expressing cells, antagonist mode; inhibition, % at 2.7 µM; 140,000 compounds, 0.99% hits; AID 793, 2007; in the data active means inhibition above about 17%;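 further: 0% = vehicle with agonist challenge and 100% = reference antagonist with challenge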
# Target sequence (P49146 whole entry, looked up): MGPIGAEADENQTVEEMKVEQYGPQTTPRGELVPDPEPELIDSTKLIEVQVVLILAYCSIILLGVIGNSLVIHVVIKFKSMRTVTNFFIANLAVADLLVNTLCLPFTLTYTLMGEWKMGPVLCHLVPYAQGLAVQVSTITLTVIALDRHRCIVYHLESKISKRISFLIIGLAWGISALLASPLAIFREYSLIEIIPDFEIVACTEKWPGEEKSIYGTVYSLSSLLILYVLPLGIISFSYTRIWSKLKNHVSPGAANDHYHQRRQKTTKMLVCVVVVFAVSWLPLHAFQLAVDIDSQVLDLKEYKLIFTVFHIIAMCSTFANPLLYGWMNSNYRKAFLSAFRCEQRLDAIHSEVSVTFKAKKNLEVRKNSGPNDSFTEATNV
# bCat KO growth – primary screen for growth suppressors in beta-catenin knockout HCT116 cells (colon tumor, human); HCT116 beta-catenin knockout viability, CellTiter-Glo, 60 h; active compounds read low; viability, % at 10 µM; 140,000 compounds, 1.5% hits;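 active means viability at or under a set limit, the compound median less 4 SD, cut at about 6% in these data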;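 further: 0% = Hyamine 1622 control at 20 µM and 100% = untreated cell control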
# Phagocyt inh – inhibitors of macrophage phagocytosis, primary screen, imaging, J774A.1 cells, IgG beads; J774A.1 macrophage IgG-bead phagocytosis; inhibition, % at 5 µM; 110,000 compounds, 0.07% hits; AID 1029, 2008;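 active means inhibition above the mean of the plate negative controls plus 5 SD, cut at about 13% in these data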;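 further: phagocytic index as fraction of beads internalized from green versus red external bead signal; plate controls were DMSO negative control for no effect and cytochalasin-D positive control for full effect; some results beyond the cut were filed as inactive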
# BB579 growth dn – growth inhibitors of yeast BB579 in restrictive medium, primary screen, yeast lifespan-shortening project, S. cerevisiae; inhibition, % at 10 µM; OD615, 48 h; 140,000 compounds, 0.51% hits;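 active means inhibition above a set limit, 3 SD over the mean compound inhibition, cut at about 44% in these data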; further: inactives centre near -24
#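 Test system: Saccharomyces cerevisiae DeaD strain BB579, replicative lifespan model yeast | Buffer or medium: Restrictive CSMM-D medium | Doses: One dose, 10 µM compound with 0.25% DMSO | Incubation: 48 h exposure, 30 °C | Detection: Culture absorbance at 615 nm | Control set: Amphotericin B at 10 µg/mL as positive control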
# * marks the source's active call; other numbers are inactive results; x = no result given.
1: COc1ccccc1N1CCN(C(=O)c2cc(-c3ccco3)on2)CC1
2: Cc1ccc(-c2cc(C(=O)N/N=C/c3c(C)nn(-c4ccccc4)c3C)[nH]n2)cc1
3: Cc1nc(/N=C\N(C)C)sc1C(=O)Nc1ccccc1
4: CN1CCN(c2cc(-c3ccccc3)nc3cc(-c4ccc(F)cc4)nn23)CC1
5: Cc1cccc(N(CC(=O)NC2CCCC2)C(=O)CS(=O)CC(=O)Nc2ccc3c(c2)OCO3)c1 (stereo unspecified)
6: COC(=O)CN1CCN(C(c2ccccc2)c2ccccc2)CC1
7: CC1CCCN(C(=O)COC(=O)c2ccc[nH]c2=O)C1 (stereo unspecified)
8: COc1ccc(C2c3c(oc4ccccc4c3=O)C(=O)N2c2ccc(C)cn2)cc1OC (stereo unspecified)

assay / entry	1	2	3	4	5	6	7	8
bCat KO growth	99	14	90	3.8*	97	85	110	77
Yeast life ext	-6	-19	-9	-8	-6	-14	2	-5
BB579 growth dn	-29	-22	-10	-47	-48	-43	-10	-11
Measles CPE	7	16	17	11	7	5	14	8
E-sel TNF inh	x	-25	-12	x	16	4	-20	x
GALR2 antag	-5	3	9	2	5	3	-2	4
Phagocyt inh	0	0	x	2	0	0	-1	0
PTEN del growth	91	15	94	1.3*	96	89	97	83
NPY Y2 blocker	2	0	-2	1	0	2	3	1
MRP1 act	-0.6	-1.7	-0.5	-6.0	0.5	-1.4	0.4	-2.0

# Screen by screen, quoted from above:
# Compounds 1 to 8 in MRP1 act: -0.6, -1.7, -0.5, -6.0, 0.5, -1.4, 0.4, -2.0
# Compounds 1 to 8 in Phagocyt inh: 0, 0, x, 2, 0, 0, -1, 0

# Continuation:
9: O=C(/C(=N/N=C/c1ccc(O)c(O)c1O)c1ccccc1)c1ccccc1
10: O=C1C(Cl)=C(NCCc2ccccc2)C(=O)N1CCc1ccccc1
11: O=[N+]([O-])c1ccccc1SN(Cc1ccccc1)c1ccccn1
12: CCC1CCCCN1CCCNC(=O)c1cn(CC(C)C)c(=O)c2cc(OC)c(OC)cc12 (stereo unspecified)
13: O=C(Nc1nc(-c2cccs2)c(-c2cccs2)s1)C1(c2ccccc2)CC1
14: CCC1(c2ccc(Cl)cc2)NC(=S)N(c2ccccc2)N1 (stereo unspecified)
15: CCN1C(=O)/C(=C/c2ccc(C)s2)NC1=S
16: CCn1c(SCc2ccc(C(=O)Nc3nccs3)cc2)nnc1-c1ccc(NC(C)=O)cc1

assay / entry	9	10	11	12	13	14	15	16
bCat KO growth	72	82	70	81	79	89	83	84
Yeast life ext	-11	2	11	-18	-6	-5	-10	3
BB579 growth dn	95*	-31	19	-27	-39	-55	-52	-49
Measles CPE	23	5	8	14	10	23	9	1
E-sel TNF inh	x	9	x	-39	-88	x	7	-34
GALR2 antag	7	-5	-5	2	0	7	-9	1
Phagocyt inh	-3	0	-6	1	-16	-4	2	x
PTEN del growth	75	85	67	78	80	89	99	78
NPY Y2 blocker	3	6	0	1	3	-3	5	3
MRP1 act	-4.0	-0.3	-2.6	-2.6	5.2*	-3.5	-0.6	-0.2

# Entries of single compounds, looked up by structure. Values in the order: bCat KO growth	Yeast life ext	BB579 growth dn	Measles CPE	E-sel TNF inh	GALR2 antag	Phagocyt inh	PTEN del growth	NPY Y2 blocker	MRP1 act
# CN1CCN(c2cc(-c3ccccc3)nc3cc(-c4ccc(F)cc4)nn23)CC1 reads 3.8*	-8	-47	11	x	2	2	1.3*	1	-6.0
# CC1CCCN(C(=O)COC(=O)c2ccc[nH]c2=O)C1 (stereo unspecified) reads 110	2	-10	14	-20	-2	-1	97	3	0.4
# COc1ccc(C2c3c(oc4ccccc4c3=O)C(=O)N2c2ccc(C)cn2)cc1OC (stereo unspecified) reads 77	-5	-11	8	x	4	0	83	1	-2.0

# Other records follow:
17: Cc1nc2ccc(C(=O)N3CCN(c4ccccc4)CC3)cc2s1
18: CC(C)N1CC=C2C(C#N)=C(N)C(C#N)(C#N)[C@H](c3ccoc3)[C@H]2C1
19: CCCn1nnnc1-c1cccc(Cl)c1
20: CC1CCCC(NC(=O)C2CCN(S(=O)(=O)N3CCCCCC3)CC2)C1C (stereo unspecified)
21: Nc1cc(-c2ccc(Cl)cc2)nn1S(=O)(=O)c1ccccc1
22: CC(=O)c1cccc(NC(=O)CN(c2ccccc2)S(C)(=O)=O)c1
23: Cc1ccc(OC(=O)C2c3ccccc3Oc3ccccc32)cc1C
24: O=C(CSc1nnnn1-c1ccc(O)cc1)Nc1ccc(N2CCOCC2)c(Cl)c1

assay / entry	17	18	19	20	21	22	23	24
bCat KO growth	87	88	89	80	86	94	81	79
Yeast life ext	x	-14	-10	-1	-2	-2	3	-27
BB579 growth dn	-30	-34	-28	-41	-45	-36	-9	-31
Measles CPE	4	3	61*	18	5	9	30	22
E-sel TNF inh	-11	7	-14	1	x	-70	x	12
GALR2 antag	0	-9	0	2	2	-6	8	9
Phagocyt inh	x	2	x	-2	0	-1	-6	0
PTEN del growth	104	89	102	89	86	92	90	85
NPY Y2 blocker	3	-1	1	0	1	0	9	8
MRP1 act	-0.4	-1.1	-2.5	-1.4	0.3	-0.2	-2.3	-3.9

25: Cn1c(C(=O)N2CCC(C(=O)N3CCOCC3)CC2)cc2sccc21
26: Cc1cccc(NC(=S)NCc2cccn2C)c1
27: CCC(C(=O)OCC(=O)Nc1ccc(Cl)c(S(=O)(=O)N(C)C)c1)c1ccccc1 (stereo unspecified)
28: CCOC(=O)c1cnn(-c2nc(-c3ccc(F)cc3)cs2)c1C(F)(F)F
29: O=C(O)c1nn(-c2ccc(Cl)cc2)ccc1=O
30: C=CCN(C#N)c1nc(OC)nc(N2CCCC2)n1
31: Cc1occc1C(=O)NN=C1C2CC3CC(C2)CC1C3
32: CCn1c(SCC(=O)N2CCCCC2)nc(O)cc1=O

assay / entry	25	26	27	28	29	30	31	32
bCat KO growth	104	91	85	84	89	105	91	95
Yeast life ext	-8	-4	0	-7	-6	0	x	-7
BB579 growth dn	-24	-21	6	-10	-35	-44	-12	-30
Measles CPE	5	22	4	14	15	7	4	4
E-sel TNF inh	-14	-17	x	-7	-12	-1	2	x
GALR2 antag	-2	-5	15	-16	-12	1	4	7
Phagocyt inh	2	-1	-6	x	-1	-3	x	x
PTEN del growth	97	86	89	81	98	113	96	87
NPY Y2 blocker	0	1	2	6	2	1	-3	1
MRP1 act	-0.8	-1.8	0.5	-0.7	-2.3	0.7	0.7	-2.7

33: C=CCN1C(c2ccccc2)=CS/C1=C(/C#N)c1nnc(N2CCOCC2)n1-c1ccccc1
34: CCN(CCNC(=O)CC1Oc2ccccc2NC1=O)c1ccccc1 (stereo unspecified)
35: CC(=O)c1cccc(NC(=O)C2CC(=O)N(Cc3ccccc3)C2)c1 (stereo unspecified)
36: Cc1ccc(C)c(N2CCN(C(=O)C3CCN(c4nc(C)cc(C)n4)CC3)CC2)c1
37: Cc1cc(C)n(-c2cc(Oc3ccccc3)ncn2)n1
38: CCOC(=O)c1ccc(CC2S/C(=C(\C#N)C(C)=O)NC2=O)cc1 (stereo unspecified)
39: Clc1ccc2c(NNc3ccccc3Cl)ccnc2c1
40: O=C(Nc1cccc(-c2nc3ccccc3[nH]2)c1)c1ccco1

assay / entry	33	34	35	36	37	38	39	40
bCat KO growth	79	99	88	75	84	98	85	96
Yeast life ext	1	2	-6	-9	-19	20	9	-7
BB579 growth dn	-12	2	-85	-49	-47	-55	-10	-14
Measles CPE	52*	32	18	8	13	11	29	31
E-sel TNF inh	-71	x	12	12	-9	4	-39	-18
GALR2 antag	16	4	-15	-3	3	-12	9	9
Phagocyt inh	-2	0	-1	-1	0	1	1	-1
PTEN del growth	94	98	102	68	83	97	85	84
NPY Y2 blocker	-1	0	3	0	1	8	4	3
MRP1 act	-3.6	-1.1	-0.5	-0.4	-0.3	0.0	-2.5	-0.5

41: Cc1ccc(NC(=O)/C=C\C(=O)O)c([N+](=O)[O-])c1
42: COc1ccccc1N1CCN(C(=O)c2ccncc2)CC1
43: Cc1c(Cl)cccc1NC(=S)N1CCOCC1
44: O=C(CSc1nnc(-c2ccncc2)n1Cc1ccco1)N1c2ccccc2Sc2ccc(Cl)cc21
45: COC(=O)CSc1nnc(-c2ccco2)n1Cc1ccco1
46: Cn1c(=O)[nH]c(=O)c2c1nc(N1CCN(c3cccc(Cl)c3)CC1)n2CCCc1ccccc1
47: COc1ccc(/C=C/C(=O)O/N=C(\N)c2ccccc2)cc1OC
48: CC(C)OC(=O)c1c(NC(=O)c2cnn3c2NC(c2ccccc2)CC3C(F)(F)F)sc2c1CCCC2 (stereo unspecified)

assay / entry	41	42	43	44	45	46	47	48
bCat KO growth	87	91	95	84	104	99	97	73
Yeast life ext	-6	-4	4	x	-7	0	-8	-13
BB579 growth dn	-21	-51	-12	-40	-11	-35	-30	-32
Measles CPE	23	11	9	3	14	5	9	4
E-sel TNF inh	x	x	x	-7	-27	-15	x	-4
GALR2 antag	-25	-6	0	0	-1	-6	8	-10
Phagocyt inh	-14	0	-12	x	1	-6	x	-1
PTEN del growth	78	89	98	73	100	100	81	78
NPY Y2 blocker	1	2	1	0	2	1	3	-3
MRP1 act	-2.1	-0.8	0.9	-1.9	-3.4	-2.0	-4.1	-2.6

49: O=C(CC(=O)c1ccccc1)Nc1ccc2c(c1)OCCO2
50: Cc1cc(C)n(-c2nc3c(c(=O)[nH]c(=O)n3C)n2Cc2ccccc2)n1
51: COC(=O)c1cc(=O)nc2sccn12
52: CCN(CC)S(=O)(=O)c1ccc(C)c(C)c1
53: CCOC(=O)c1[nH]c2ccc(OC)cc2c1NC(=O)N1CCOCC1
54: O=C(c1ccccc1)c1cc([N+](=O)[O-])ccc1N1CCCC1
55: COc1cccc(C2=NOC(C(=O)NCc3ccco3)C2)c1 (stereo unspecified)
56: O=C(Nc1ccc2c(c1)OCCO2)c1cncc(Br)c1

assay / entry	49	50	51	52	53	54	55	56
bCat KO growth	92	97	101	90	103	56	61	83
Yeast life ext	-10	1	-2	-2	-20	8	-17	-23
BB579 growth dn	-38	-44	8	4	-65	-7	-2	5
Measles CPE	24	6	28	18	16	8	7	7
E-sel TNF inh	-4	-68	-5	0	36	x	x	-13
GALR2 antag	9	10	-17	11	9	-2	-12	-22
Phagocyt inh	2	-4	1	-1	0	-2	x	-2
PTEN del growth	98	107	102	95	94	57	50	73
NPY Y2 blocker	2	1	2	2	-2	3	3	0
MRP1 act	1.5	-0.1	-0.1	-1.9	-3.3	-3.4	-2.4	-1.4
